RGS7-Gao = modulates binding of RGS7 to human Galphao; P09471; Multiplexed bead flow cytometry; actives lie on both sides; binding response (% of control), % at 10 µM; actives 0.35% (n = 220,000); AID 1439; in the data active = binding response below about 49% or above about 150%; inconclusive = no clear call, values can overlap the other calls; inactive = in between;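 note: fluorescent Galphao held in activated GDP-AlF4 state binding bead-coupled RGS7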
Bim-Bcl-B = disrupts Bim peptide binding to human Bcl-B; bead-based flow cytometry; inhibition, % at 10 µM; actives 0.073% (n = 190,000);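 note: 0% = tracer peptide without compound and 100% = reference inhibitor peptide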
Target sequence (Q9HD36 whole entry, looked up): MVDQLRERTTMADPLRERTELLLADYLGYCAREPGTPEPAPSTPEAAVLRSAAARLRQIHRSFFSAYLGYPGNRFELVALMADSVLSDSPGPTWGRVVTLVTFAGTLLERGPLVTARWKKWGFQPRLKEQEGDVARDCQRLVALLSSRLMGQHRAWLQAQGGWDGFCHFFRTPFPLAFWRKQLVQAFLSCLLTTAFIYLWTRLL
Bim-Bcl-W = inhibitors of Bim-Bcl-W interaction, human; bead-based flow cytometry, Bim peptide-Bcl-W binding; actives 0.02% (n = 190,000); inhibition, % at 10 µM; Q92843;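 note: 0% = bound tracer without compound and 100% = peptide blocker; higher means less fluorescent Bim peptide bound to Bcl-W beads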
Bfl-1 Bim block = human Bim-Bfl-1 interaction inhibition; Bead-based flow cytometry, Bim-Bfl-1 binding inhibition; inhibition, % at 10 µM; actives 0.12% (n = 190,000); AID 1008;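 note: 0% = wells without compound plus tracer and 100% = blocker peptide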
Bcl-XL Bim block = disrupts Bim peptide binding to human Bcl-XL. AID 1007. inhibition, % at 10 µM. bead flow cytometry, fluorescence. Q07817. actives 0.04% (n = 190,000)
ABCB1 block = human ABCB1 inhibition, ABCG2 as counter-screen; AID 1326; inhibition, % at 6.6 µM; P08183; actives 0.067% (n = 190,000); CCRF-Adr cells, JC-1 efflux, flow cytometry; in the data active = inhibition above about 40%;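 note: 0% = vehicle and 100% = reference inhibitor; higher value means more JC-1 retained so stronger ABCB1 efflux block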
RGS8-Gao reg = regulators of human RGS8-Galphao interaction. actives 0.34% (n = 220,000). response (percent of control binding), % at 10 µM. P09471. multiplexed bead flow cytometry, RGS8-Galphao binding; actives lie on both sides; in the data active = response below about 60% or above about 140%; inactive = in between;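 note: Galphao activated as the GDP aluminium fluoride complex binding bead-coupled RGS8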
RGS4-Gao reg = modulates binding of RGS4 to human Galphao | Multiplexed bead flow cytometry; actives lie on both sides | actives 0.33% (n = 220,000) | P09471 | binding response (% of control), % at 10 µM; in the data active = binding response below about 49% or above about 150%; inactive = in between;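 note: fluorescent Galphao activated with aluminum fluoride binding bead-coupled RGS4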
Bim-Mcl-1 = human Bim-Mcl-1 interaction inhibition; Q07820; Bead-based flow cytometry, Bim peptide-Mcl-1 binding; inhibition, % at 10 µM; actives 0.1% (n = 190,000); AID 1009;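 note: 0% = no compound tracer wells and 100% = peptide blocker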
ABCG2 block = inhibitors of human ABCG2 transporter, ABCB1 counter-screen; Q9UNQ0; IgMXP3 cells, JC-1 efflux, flow cytometry; inhibition, % at 6.6 µM; actives 0.1% (n = 190,000); AID 1325;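 active = inhibition above 80%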;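 note: 0% = DMSO and 100% = nicardipine control wells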
Target sequence (Q9UNQ0 whole entry, looked up): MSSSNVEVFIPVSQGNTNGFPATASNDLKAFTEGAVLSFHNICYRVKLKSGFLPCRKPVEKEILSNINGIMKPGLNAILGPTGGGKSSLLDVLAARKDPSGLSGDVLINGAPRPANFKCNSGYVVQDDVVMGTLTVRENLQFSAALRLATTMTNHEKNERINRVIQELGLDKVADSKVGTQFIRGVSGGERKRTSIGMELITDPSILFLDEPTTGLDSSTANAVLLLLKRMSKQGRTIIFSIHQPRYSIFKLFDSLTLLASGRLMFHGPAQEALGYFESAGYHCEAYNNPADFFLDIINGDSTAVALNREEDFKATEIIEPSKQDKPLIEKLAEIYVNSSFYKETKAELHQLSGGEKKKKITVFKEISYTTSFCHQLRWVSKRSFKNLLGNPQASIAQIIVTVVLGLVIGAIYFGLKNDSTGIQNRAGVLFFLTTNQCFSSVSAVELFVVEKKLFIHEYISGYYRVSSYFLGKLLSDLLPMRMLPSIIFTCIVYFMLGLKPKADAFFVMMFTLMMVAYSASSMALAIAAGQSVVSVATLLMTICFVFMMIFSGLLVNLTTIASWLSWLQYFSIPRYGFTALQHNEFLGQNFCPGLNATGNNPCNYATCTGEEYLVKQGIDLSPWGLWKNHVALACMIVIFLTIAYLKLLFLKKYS
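Incubation: cells with compound and JC-1, 10 min at 25 °C, rotating, no wash / Test system: IgMXP3 (ABCG2) plus far-red-tagged CCRF-Adr (ABCB1) cells / Compound dosing: one concentration, 6.6 µM final / Also added: JC-1 fluorescent substrate / Evaluation: efflux inhibition in percent versus controls / Detection: flow cytometry, 530 nm JC-1 signal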
Bcl-2 Bim block = human Bim-Bcl-2 interaction inhibition. P10415. Bead-based flow cytometry, Bim peptide-Bcl-2 binding. inhibition, % at 10 µM. actives 0.06% (n = 190,000). AID 950; in the data active = inhibition above about 40%; inconclusive = no clear call, values can overlap the other calls;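 note: 0% = no compound wells with probe peptide and 100% = reference peptide inhibitor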
* = called active by the depositor; ? = inconclusive; nt = no result given. Cut-off read from the data, not from the text of the source, unless noted: active = inhibition above about 40%. Random draw from the library. Share with any hit: about 0.94%.

structure	RGS7-Gao	Bim-Bcl-B	Bim-Bcl-W	Bfl-1 Bim block	Bcl-XL Bim block	ABCB1 block	RGS8-Gao reg	RGS4-Gao reg	Bim-Mcl-1	ABCG2 block	Bcl-2 Bim block
O=C(Nc1ccc(N2CCOCC2)cc1)c1ccc([N+](=O)[O-])cc1	100	-3	-8	0	-5	-0.1	95	97	-3	0	-1
C=CCNC(=O)C(=O)NN=C1CCN(C)CC1	77	1	-1	2	-2	0.1	90	57	0	-1	1
Cc1ccc(S(=O)(=O)/C(C#N)=C/c2c(Oc3ccc(Cl)cc3)nc3c(C)cccn3c2=O)cc1	96	0	-3	-1	-9	-3.1	102	99	-2	-10	0
CCCCCCCCC(=O)Nc1cc(C)ccc1OC	101	nt	nt	nt	nt	1.9	101	100	nt	14	?
COC(=O)c1ccc(Nc2nnc(-c3ccc(C)c(S(=O)(=O)NCC4CCCO4)c3)c3ccccc23)cc1 (stereo unspecified)	95	-16	-6	-15	-7	1.0	98	98	-16	-1	-5
c1ccc(CSc2ccc3nnc(-c4ccccn4)n3n2)cc1	105	4	0	-2	2	-0.5	97	95	2	-1	0
CCN(CC)c1nc(C#N)cc(-c2ccc(OC)cc2)n1	90	-3	-1	-6	-5	0.6	96	90	-3	13	-3
Cc1ccnc2nc(C(=O)NCCc3ccc(F)cc3)nn12	99	-13	-5	-17	-6	-1.5	100	99	-3	23	-10
O=C(NCCOc1cccc2cccnc12)c1cccs1	100	-3	-1	-6	-1	1.4	100	105	-1	6	-2
O=C1CCN(C(=O)Nc2ccccc2)N1	102	-5	-3	1	-3	0.2	105	102	-4	2	-3
O=C(c1cccc(C(F)(F)F)c1)N1CCOC12CCN(c1ncc(C(F)(F)F)cc1Cl)CC2	99	0	-1	-3	-1	1.7	101	102	-1	10	0
CCOCCCN1CC(C(=O)NCCc2ccccc2)CC1=O (stereo unspecified)	94	-10	-4	-18	-16	0.5	98	96	-6	11	-6
O=C(NCN1CCc2ccccc2C1)c1cnccn1	97	0	-3	0	0	0.0	102	95	-2	0	-3
N#Cc1cc2ccccc2nc1SCc1ccccn1	103	-9	-5	-9	-12	-2.4	101	101	-1	-2	-4
O=c1[nH]c2cc3c(cc2cc1C(c1nnnn1CC1CCCO1)N1CCCCCC1)OCO3 (stereo unspecified)	101	-7	-4	-15	-8	-0.1	104	99	-4	-2	-9
c1ccc(OCCOCCN2CCOCC2)cc1	101	-4	0	-10	-6	0.4	102	101	-4	1	-12
COc1cccc(-c2csc(N3CCN(CC(=O)Nc4ccc5c(c4)OCO5)CC3)n2)c1	102	-11	2	-7	-4	0.0	103	104	-1	1	-11
O=C(COc1ccc(S(=O)(=O)N2CCCC2)cc1Cl)NCc1ccco1	101	-5	-1	-13	-9	0.1	101	102	-1	5	-8
Cc1ccc(NC(=O)NCc2ccc3c(c2)OCO3)c(C)c1	96	-2	0	-4	-3	0.1	101	103	-2	5	0
COc1ccc(CCNC(=O)C(=O)NCCOc2ccccc2Cl)cc1OC	104	-5	-2	-1	-5	1.3	102	103	-3	16	0
CCOC(=O)c1c(C)n(C)c2ccc(O)c(CN3CCC(C)CC3)c12	97	-3	0	-4	5	0.4	103	100	1	5	0
CCN(CC)C(=O)CSc1nc(N)c(C#N)c(-c2cccs2)c1C#N	104	0	-3	-2	-3	0.8	102	101	0	10	-3
CCN(CC)S(=O)(=O)c1ccc2c(c1)nc(SCC(=O)N1CCOCC1)n2-c1ccccc1OC	97	-3	0	1	0	0.1	100	98	2	-2	-2
CCN(CC)c1ccc(NC(=O)c2ccccc2OCC(=O)OC)cc1	104	-9	3	14	-3	-1.0	87	98	-3	-4	0
CCNc1nc(NC(C)CC)nc(Oc2ccc(OCC)nn2)n1 (stereo unspecified)	96	-3	0	-7	0	0.0	107	98	0	0	-2

structure	RGS7-Gao	Bim-Bcl-B	Bim-Bcl-W	Bfl-1 Bim block	Bcl-XL Bim block	ABCB1 block	RGS8-Gao reg	RGS4-Gao reg	Bim-Mcl-1	ABCG2 block	Bcl-2 Bim block
O=[N+]([O-])c1ccc2nc(SCc3cn4cc(Cl)ccc4n3)[nH]c2c1	97	-5	-4	-2	-1	1.9	100	102	-2	62	-2
O=C(CCC(=O)NNC(=O)Nc1ccc(Cl)cc1)NCc1ccccc1	109	-5	0	-9	-3	0.9	108	111	0	4	-8
C=CCn1c(-c2cc3cccc(OC)c3o2)n[nH]c1=S	100	-23	0	-3	-3	-0.9	104	101	-1	-2	-5
O=C(c1ccc(Br)s1)N1CCN(C/C=C/c2ccccc2)CC1	99	-1	-1	-3	-3	0.7	101	100	-5	2	0
Cc1cccn2cc(-c3ccc(S(=O)(=O)N4CCCCC4)cc3)nc12	93	0	0	-5	0	0.8	99	95	-2	4	-3
Cc1cccc(C)c1NC(=O)N1C(C(=O)O)CSC1C(=O)O (stereo unspecified)	106	-1	1	-4	7	0.2	100	103	4	0	0
COc1cc(CNc2cccc(C(=O)O)c2)cc(Br)c1OCC(=O)NC(C)(C)C	99	-2	-2	0	-4	2.5	97	99	17	3	0
CC(C)(C)c1cc(=O)[nH]c(SCc2ccccc2)n1	99	-1	2	-3	-2	0.7	103	104	2	3	0
COc1ccccc1NC(=O)CSc1nnnn1-c1ccc(C(=O)O)cc1	99	-1	-2	0	-2	-0.2	102	101	-3	-1	-2
N/C(=N\OC(=O)CCC1CCCCC1)c1ccc([N+](=O)[O-])cc1	100	-5	1	4	2	0.5	99	98	-3	2	0
O=C(Nc1ccc(F)cc1)c1sc2cc(C(F)(F)F)cnc2c1-c1cccs1	102	-6	3	-11	6	-0.1	100	99	0	1	-4
CN(C)/C=C1\C(=O)N(c2ccc(Cl)cc2)CS1(=O)=O	103	1	0	0	1	-0.5	103	105	0	-1	4
C=CCC1(N(C(C)=O)c2ccccc2C)CCCCC1	106	0	0	-3	-1	0.0	124	108	1	0	-4
Cc1ccc(SCC(=O)NCCCc2ccccc2)cc1	?	0	0	-3	0	0.3	99	101	0	3	0
CCOC(=O)N1C=CC(C)=C[C@@H]2[C@@H](N3C(=O)c4ccccc4C3=O)C(=O)N21	100	-3	-4	-2	-2	1.5	101	104	-2	6	0
C=C(C)C1Cc2nc(N)nc(C)c2C1 (stereo unspecified)	99	-10	-1	-11	-6	0.8	101	99	2	0	-4
CN(C)S(=O)(=O)Nc1ccc2c(c1)OCO2	103	-5	0	-18	-5	1.4	103	103	1	12	-15
COC(=O)c1ccc(/C=N/NC(=O)c2cccc(F)c2)cc1	147	-1	-1	-3	-7	0.3	138	143	-5	20	1
Cc1nc(Cl)c(C(=O)NCCC(C)C)c(C)c1[N+](=O)[O-]	107	15	16	15	25	1.4	115	105	21	8	15
Cc1ccc(-n2c(Cc3cccn3C)nnc2SCC(=O)N2CCc3ccccc32)cc1	105	1	5	-1	0	2.0	101	101	1	35	4
CCN(N=O)[C@@H](Cc1ccccc1)CN(N=O)[C@@H](Cc1ccccc1)CN(C)N=O	17*	-6	-1	-5	0	2.2	29*	30*	1	1	0
CCOc1cc(C(=O)OCC(=O)Nc2ccc(Cl)cn2)ccc1OCC(=O)N1CCOCC1	104	-4	0	0	-1	2.6	91	103	-3	16	0
Cc1ccc(C2(c3noc(CN(C)CCO)n3)CCCC2)cc1	96	-9	-3	-5	-5	0.2	97	98	0	3	-3
Cc1c(Cc2c(C)n(C)n(-c3ccccc3)c2=O)c(=O)n(-c2ccccc2)n1C	102	-7	-3	-1	-6	0.3	103	101	-3	0	-2
CCOC(=O)c1c(C)[nH]c(C(=O)OCC(=O)Nc2ccc(OC)c(Cl)c2)c1C	103	-6	3	-9	-5	0.2	99	100	0	4	-6

structure	RGS7-Gao	Bim-Bcl-B	Bim-Bcl-W	Bfl-1 Bim block	Bcl-XL Bim block	ABCB1 block	RGS8-Gao reg	RGS4-Gao reg	Bim-Mcl-1	ABCG2 block	Bcl-2 Bim block
O=C(c1ccc(CS(=O)(=O)c2ccccc2)o1)N1CCN(c2ncccn2)CC1	101	-8	-1	-10	-4	1.0	103	101	0	4	-9
Cc1ccccc1/[N+]([O-])=C/c1cccs1	?	-4	-2	-4	0	-0.2	101	100	-2	2	-2
CN(CC(=O)Nc1ccc2c(c1)OCCO2)S(=O)(=O)c1ccc(Br)s1	112	-2	-2	-3	4	-0.1	108	110	-4	15	-2
CCN(CC)CCC#CC(O)(c1ccccc1)c1ccccc1	106	-4	-1	0	-4	0.3	105	107	-3	-4	0
Cc1ccc(/C=N/n2c(C3CCCCC3)n[nH]c2=S)s1	110	1	0	0	-1	-0.8	98	99	1	-5	-2
Cc1cccc(NC(=S)N/N=C/c2cccc([N+](=O)[O-])c2)c1	96	-2	-1	-1	-2	0.2	97	93	1	1	-2
CCCC(C(=O)NCc1ccccc1)N(C(=O)Cn1nnc(-c2cccs2)n1)c1ccc2c(c1)OCCO2 (stereo unspecified)	98	-13	-12	-10	-15	2.1	101	101	-10	1	-8
CN(C)/C(CN1CCOCC1)=C1\N=C(c2ccccc2)OC1=O	108	-3	0	1	-1	-0.1	109	115	-1	0	1

Screening data as filed in PubChem.
